From PubChem BioAssay
TGFb SMAD3 inh – TGF-b pathway inhibition; HepG2 CAGA-GFP TGF-b/SMAD3 reporter, GFP fluorescence, 18 h; TGF-beta stimulated, 500 pg/mL final; Potency, µM (top dose mostly 46.1 µM), inactives show at the top dose activity, negative = inhibition, usual class: inhibitors; 410,000 tested, 1.2% active; further: on the % scale 0 is the no-effect control and ±100 the full control effect; nearly all actives have a fitted effect of over 65% in size
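HEPG2 CAGA-GFP, 1000 cells/well; 2 h settle, 37 C; cpd via pin tool; TGF-b 500 pg/mL final; 18 h, 37 C; GFP imaging ex488/em500-530; %Activity normalised to -TGF-b and +DMSO controls; CRC fit, curve class.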
Nrf2 inh – inhibitors of Nrf2 signaling; A549 ARE-Fluc reporter, luciferase luminescence, 18-24 h; Potency, µM (doses to about 46 µM), for the others: top-dose activity change, negative = inhibition, hits mostly inhibitors; 360,000 tested, 2.1% active; further: on the % scale 0 is the no-effect control and ±100 the full control effect; nearly all actives have a fitted effect of over 60% in size
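A549 ARE_Fluc cells (5000/well, 5% FBS OPTI-MEM) pre-incubated 2 h, then treated with compounds 18-24 h at 37C/5% CO2 in concentration-response. CellTiter-Fluor viability read first; BugLite luciferase luminescence after 15 min at room temperature gives Nrf2 activity.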
A549 viability – A549 cytotoxicity, counter-screen for Nrf2 inhibitors; A549 ARE-Fluc cells, CellTiter-Fluor viability, 18-24 h; Potency, µM (series often up to 46 µM), without a hit: top-dose activity change, negative = cytotoxicity, hits mostly inhibitors; 390,000 tested, 0.16% active; AID 504648; further: on the % scale 0 is the no-effect control and ±100 the full control effect
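Cytotoxicity counterscreen: CellTiter-Fluor fluorescence was measured in A549 ARE_Fluc cells after 18-24 h of compound exposure in a concentration series. The subsequent BugLite luminescent read reports ARE-luciferase activity.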
HepG2 viability – counter-screen for TGF-b inhibitors: cytotoxicity in HepG2 cells. AID 588856. HepG2 CAGA-GFP viability, ATP luminescence, 18 h. 410,000 tested, 0.76% active. Potency, µM (doses to about 46.1 µM), without a hit: at the top dose activity change, negative = cytotoxicity, hits mostly cytotoxic; further: some results filed as inactive show a strong effect at the top dose
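CellTiter-Glo luminescence gave cytotoxicity after 18 hours at 37 degrees C. The cells were HepG2 CAGA-GFP in 1% FBS DMEM, stimulated with 500 pg/mL TGF-beta after compound addition. %Activity was normalised to no-cell wells (complete cell-killing) and DMSO (no toxicity), and curves were fitted and classified.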
S2 tox – viability counter-screen for ATXN expression inhibitors; 400,000 tested, 0.49% active; Potency, µM (doses to about 56.7 µM), usual class: cytotoxic; S2 cells (HEK-293 line with an ATXN2-luciferase reporter) viability, CellTiter-Fluor protease fluorescence, 24 h; further: nearly all actives have a fitted effect of over 40% in size
ATXN2 expr inh – ATXN2 expression inhibition; 360,000 tested, 0.72% active; HEK-293 ATXN2-luciferase reporter, luminescence, 24 h; Potency, µM (doses to about 57 µM), for the others: at the highest dose activity change, negative = inhibition, hits mostly inhibitors; AID 1745845; further: on the % scale 0 is the no-effect control and ±100 the full control effect; nearly all actives have a fitted effect of over 55% in size
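qHTS (up to 57 uM final) was run with 24 h compound exposure of reporter cells at 37 °C. Each well was multiplexed: SteadyGlo luminescence measured ATXN2-luciferase expression after a fluorogenic Gly-Phe-AFC viability readout (25 uM final).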
EPAC2 antagonist – EPAC2 (human) antagonism. EPAC2 GEF exchange of Rap1B-BODIPY-GDP, fluorescence. Potency, µM (titrated, usually from 114 µM), for the others: at the highest dose activity, negative = inhibition, usual class: inhibitors. AID 720708. 360,000 tested, 0.18% active. Q8WZA2; further: on the % scale 0 is the no-effect control and ±100 the full control effect; nearly all actives have a fitted effect of over 45% in size; many of its hits are not listed in these tables
Target sequence (Q8WZA2 whole entry, looked up): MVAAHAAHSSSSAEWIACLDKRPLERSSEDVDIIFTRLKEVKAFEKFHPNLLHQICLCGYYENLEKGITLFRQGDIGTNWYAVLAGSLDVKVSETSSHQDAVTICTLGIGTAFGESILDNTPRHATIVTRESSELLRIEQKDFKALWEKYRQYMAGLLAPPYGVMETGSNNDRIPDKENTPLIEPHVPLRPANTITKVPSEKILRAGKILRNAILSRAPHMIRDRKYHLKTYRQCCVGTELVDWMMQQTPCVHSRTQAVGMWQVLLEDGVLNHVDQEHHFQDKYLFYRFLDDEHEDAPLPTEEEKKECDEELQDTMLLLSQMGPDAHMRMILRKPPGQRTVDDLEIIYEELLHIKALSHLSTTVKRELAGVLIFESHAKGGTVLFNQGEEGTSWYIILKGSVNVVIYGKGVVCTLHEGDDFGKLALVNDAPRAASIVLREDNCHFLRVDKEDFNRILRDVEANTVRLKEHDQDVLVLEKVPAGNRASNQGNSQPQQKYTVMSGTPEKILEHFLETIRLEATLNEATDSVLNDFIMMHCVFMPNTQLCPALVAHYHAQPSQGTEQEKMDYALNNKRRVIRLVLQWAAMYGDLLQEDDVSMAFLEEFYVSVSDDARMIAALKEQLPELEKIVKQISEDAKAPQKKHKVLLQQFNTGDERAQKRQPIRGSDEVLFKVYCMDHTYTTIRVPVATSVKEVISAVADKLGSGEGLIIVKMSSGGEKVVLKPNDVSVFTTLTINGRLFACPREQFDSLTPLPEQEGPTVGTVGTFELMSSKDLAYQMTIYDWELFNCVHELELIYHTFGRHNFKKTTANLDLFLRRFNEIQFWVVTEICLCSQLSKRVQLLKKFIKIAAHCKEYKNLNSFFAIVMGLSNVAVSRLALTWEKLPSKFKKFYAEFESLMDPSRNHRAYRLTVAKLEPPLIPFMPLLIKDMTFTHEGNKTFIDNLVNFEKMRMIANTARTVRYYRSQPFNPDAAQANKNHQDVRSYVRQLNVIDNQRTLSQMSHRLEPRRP
MCF10A rereplic – DNA re-replication induction in MCF 10a cells | MCF 10A DNA re-replication, Hoechst nuclear intensity, 48 h | Potency, µM (highest dose often 46.1 µM), without a hit: top-dose activity, positive = re-replication, actives largely listed as activators | 350,000 tested, 2.9% active | AID 624296; further: % of control where 0% means no effect; nearly all actives have a fitted effect of over 50% in size
Nrf2 ARE act – activates Nrf2 signaling; AID 624171; AREc32 ARE-luciferase reporter (MCF7-derived line), luminescence, 24 h; Potency, µM (doses to about 46.1 µM), inactives show at the top dose activation, actives largely listed as activators; 410,000 tested, 0.31% active; further: % of control where 0% means no effect; nearly all actives have a fitted effect of over 65% in size
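Each well held 1000 AREc32 cells, which were incubated with compound for 24 hr at 37 deg C after overnight attachment, and ARE reporter activity was quantified by firefly luciferase luminescence.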
Active calls of the source: *; i = inactive; ? = inconclusive; / = no result given; [ ] = dose if it differs, or a comment. The call rests on the fitted dose curve; in most records, active means well fitted curve in the direction sought with a large enough effect; inconclusive means small, poorly fitted or top-dose-only effect, or another doubt; inactive means no such curve, though single readings can be large; an effect the other way counts as inactive or inconclusive. Potency means the concentration at half of the fitted maximal effect.

SMILES	TGFb SMAD3 inh	Nrf2 inh	A549 viability	HepG2 viability	S2 tox	ATXN2 expr inh	EPAC2 antagonist	MCF10A rereplic	Nrf2 ARE act
COc1ccc(Nc2oc(-c3ccc(COc4ccccc4)o3)nc2C#N)cc1	1.0%	-4.0%	-2.2%	-29.7%	?	-16.8%	/	/	6.1%
Cc1ccc(N(CC(=O)NC2CCCCC2)C(=O)CNC(=O)c2ccco2)c(C)c1	-11.4%	-13.6%	-5.6%	2.6%	i	9.3%	3.3%	22.7%	0.3%
O=C(Nc1cccc(S(=O)(=O)NC2=NCCC2)c1)c1cc(Cl)ccc1[N+](=O)[O-]	10.4%	0.3%	0.3%	-6.6%	i	-7.1%	6.8%	5.9%	-0.5%
COc1ccccc1C(=O)Nn1cnc2ccccc2c1=O	?	?	0.3%	-101.4%	i	44.5%[activator]	11.0%	-0.7%	1.9%
CN(C)CCCNC(=O)/C(=C\c1ccc(-c2cccc([N+](=O)[O-])c2)o1)NC(=O)c1ccccc1	?	-4.3%	15.6%	-29.6%	i	-8.6%	1.1%	3.3%	5.1%
O=C(COC(=O)CCCNC(=O)c1ccc(Cl)cc1)NC1CC1	9.1%	3.2%	-2.6%	-7.5%	i	1.7%	5.9%	1.2%	-0.9%
Nc1nc(SCC(=O)Nc2ncc(C(F)(F)F)cc2Cl)n[nH]1	3.0%	13.7%	8.3%	3.4%	i	-10.5%	20.8%	-5.2%	2.7%
Fc1ccc(NC(=S)NC2CC3CCCC(C2)N3Cc2cccs2)cc1 (configuration not stated)	20.2%	-4.0%	-8.1%	-0.2%	i	-10.0%[11.3 µM]	2.8%	-8.0%	2.6%
COc1ccc(C(=O)COC(=O)COc2cc(C)cc(C)c2)cc1	-9.3%	2.8%	-1.9%	-18.4%	i	-14.9%	-3.0%	-3.9%	-0.4%
CC(C)NC(=O)COC(=O)c1cc(Br)ccc1Cl	-10.2%	-2.8%	-3.1%	-6.3%	i	-14.0%	-0.1%	?	-0.7%
CC(C)(C)C1CCC(=NNS(=O)(=O)c2ccc(Br)cc2)CC1 (configuration not stated)	-10.8%	13.5%	-10.0%	-12.7%	?	-9.6%	2.7%	-0.9%	-0.8%
CCN(CC)S(=O)(=O)c1cc([N+](=O)[O-])ccc1N=Nc1c(O)[nH]c2ccccc12	-2.2%	?	-4.1%	-0.6%	i	-19.1%	-3.6%	?	-0.1%
NS(=O)(=O)c1cccc(NC(=O)CCc2ccc(S(=O)(=O)N3CCOCC3)cc2)c1	2.5%	0.6%	-3.2%	-2.1%	i	6.9%	4.8%	5.5%	-0.7%
CCOc1ccc(C(=O)CCC(=O)NC(C)C(=O)OC)cc1 (configuration not stated)	3.4%	?	0.0%	-1.0%	i	-0.5%	-6.4%	1.1%	0.2%
O=C(NCCc1ccc(F)cc1)c1cccc2c1C(=O)c1ccc(N3CCC(Cc4ccccc4)CC3)cc1S2(=O)=O	86.0%[activator]	-14.6%	0.3%	4.6%	/	2.4%	?	?	0.6%
CCc1nc2ccc(C(=O)NCCCn3ccnc3)cn2c1N(C)Cc1cccs1	0.7%	/	/	-28.3%	i	16.4%	3.1%	/	3.1%
O=C(NCc1cccc(C(F)(F)F)c1)c1ccc2sc([C@H]3C[C@H](O)[C@@H](CO)O3)nc2c1	-2.4%	/	/	-6.6%	i	-19.5%	8.2%	/	3.7%
COc1ccc(-c2c(-c3cc(OC)cc(OC)c3)n(C)c3ccc(-c4ccc5[nH]ccc5c4)cc23)cc1	2.6%	2.5%	10.9%	-3.3%	i	-22.4%	-6.2%	?	-0.1%
O=C(CSc1nnc(-c2cccc(S(=O)(=O)N3CCCCC3)c2)o1)NCCC1=CCCCC1	0.2%	4.4%	3.8%	-20.6%	i	-0.3%	-20.8%	5.5%	0.4%
CCOC(=O)C(=CNc1ccc(S(N)(=O)=O)cc1)C(=O)OCC	13.3%	0.7%	0.9%	-2.9%	i	7.3%	-3.8%	4.2%	-0.1%
O=C(c1ccccc1)N1N=C(c2cccs2)CC1c1ccccc1O (configuration not stated)	?	14.5%	13.5%	-30.4%	i	/	-29.2%	17.1%	11.1%
CCCCCCC(=O)Nc1ccc(Br)cn1	12.9%	19.8%	-3.6%	-10.2%	i	22.6%	-12.4%	?	-0.1%
O=C(Nc1ccc(NC(=O)c2ccccc2)c2ccccc12)c1ccccc1	-17.3%	/	/	-27.9%	i	/	11.4%	/	-1.8%
Cc1ccc(N2CCN(/N=C/C3=C(N4CCOCC4)C(=C\c4ccccc4)/CC3)CC2)cc1	-10.0%	2.3%	1.3%	3.3%	i	6.8%	4.8%	0.6%	-0.6%
CCc1ccc(NC(=S)N2CCCC2)cc1	-9.1%	0.3%	2.7%	-5.9%	i	2.0%	1.0%	2.1%	-0.5%
c1ccc(-c2ccccc2OCCCCN2CCCCC2)cc1	9.3%	1.7%	-3.9%	-28.0%	?	-20.3%	0.8%	9.4%	0.0%
CCc1nnc(NS(=O)(=O)c2ccc(NC(=O)c3cccc4ccccc34)cc2)s1	20.3%	?	0.7%	14.2%	i	-15.8%	-14.0%	5.6%	-0.7%
C=CCn1c(SCC(=O)NCc2ccco2)nc2sc(C)c(C)c2c1=O	1.2%	15.7%	-0.3%	0.9%	?	3.5%	7.8%	-3.1%	-0.4%
COCCN1C(=O)C(=O)/C(=C(/O)c2cccc(OC)c2)C1c1ccco1 (configuration not stated)	-11.9%	7.2%	-4.4%	4.7%	i	0.1%	-2.0%	-2.3%	-0.5%
Cc1ccc(C2=NN(CC(=O)NCc3ccco3)C(=O)CC2)cc1	10.4%	?	3.3%	1.8%	i	11.3%	11.6%	-3.8%	6.2%

In the list so far, these contain bromine.
SMILES	TGFb SMAD3 inh	Nrf2 inh	A549 viability	HepG2 viability	S2 tox	ATXN2 expr inh	EPAC2 antagonist	MCF10A rereplic	Nrf2 ARE act
CC(C)NC(=O)COC(=O)c1cc(Br)ccc1Cl	-10.2%	-2.8%	-3.1%	-6.3%	i	-14.0%	-0.1%	?	-0.7%
CC(C)(C)C1CCC(=NNS(=O)(=O)c2ccc(Br)cc2)CC1 (configuration not stated)	-10.8%	13.5%	-10.0%	-12.7%	?	-9.6%	2.7%	-0.9%	-0.8%
CCCCCCC(=O)Nc1ccc(Br)cn1	12.9%	19.8%	-3.6%	-10.2%	i	22.6%	-12.4%	?	-0.1%

Going on with the list.
SMILES	TGFb SMAD3 inh	Nrf2 inh	A549 viability	HepG2 viability	S2 tox	ATXN2 expr inh	EPAC2 antagonist	MCF10A rereplic	Nrf2 ARE act
CCCCOC(=O)C1=C(C)NC(=O)NC1c1ccccc1 (configuration not stated)	5.1%	-18.1%	-0.2%	-37.6%	i	/	-3.7%	-3.0%	0.2%
CCCNC(=O)CCc1cc(C(C)(C)C)c(O)c(C(C)(C)C)c1	-2.0%	-5.5%	5.1%	0.4%	i	/	1.1%	-2.0%	-1.3%
Cc1ccccc1NC(=O)Cn1c(=O)oc2cc(Br)ccc21	-7.9%	/	4.0%	-18.0%	/	/	/	/	2.9%
Cc1ccc(CNC(=O)C2CCN(C(=O)N3CC(C)Oc4ccc(Cl)cc43)CC2)cc1 (configuration not stated)	?	0.0%	-0.2%	-22.9%	/	/	/	/	3.2%
Cc1nnc(SCCn2c(Br)nc3c2c(=O)n(C)c(=O)n3C)s1	13.9%	-0.1%	1.7%	-2.6%	i	-11.2%	-4.6%	3.4%	0.5%
CCn1nccc1NC(=O)c1csc([C@@H]2O[C@H](CO)[C@H](O)[C@H](O)[C@H]2O)n1	-0.3%	/	/	-4.4%	i	-3.9%	34.3%[activator]	/	0.2%
Cc1ccc(C)c(N2CCN(c3ccc4cc(S(=O)(=O)N5CCC(C)CC5)ccc4n3)CC2)c1	15.4%	?	8.1%	-1.8%	i	6.4%	/	/	2.9%
O=C(Nc1cc2c(cc1C(=O)c1ccccc1Br)OCCO2)c1ccccc1	-1.6%	-14.8%	0.3%	-24.3%	/	/	/	/	0.2%
COC(=O)[C@@]1(Cc2ccc(F)cc2)[C@H]2c3cc(C(=O)N(C)C)n(CC4CC4)c3C[C@H]2CN1C(=O)c1ccccc1	/	/	/	/	?	-31.0%	-21.0%	/	4.8%
CCCC(C(=O)NC1CCCC1)N(CC1CCCO1)C(=O)CNS(=O)(=O)c1ccc(F)cc1 (configuration not stated)	4.7%	0.8%	-11.6%	3.8%	i	8.5%	4.7%	-6.3%	-0.5%
CC(C(=O)Nc1ccc2c(c1)OCCO2)N(c1ccccc1)S(C)(=O)=O (configuration not stated)	2.5%	2.7%	-0.2%	-9.4%	i	-6.3%	-8.7%	-2.1%	-2.5%
COc1ccc(N(CC(=O)Nc2nccs2)S(=O)(=O)c2c(C)nn(C)c2C)cc1	3.9%	2.5%	12.4%	-7.6%	i	-2.3%	-11.4%	0.0%	0.4%
Clc1ccc(/C=N/c2c(-c3ccc(Cl)cc3)nc3n2CCS3)cc1	-2.2%	/	5.0%	4.2%	i	-1.6%	10.9%	7.3%	-0.3%
Cc1ccc2oc(C(=O)Nc3c(C(=O)Nc4ccccc4)oc4ccccc34)cc(=O)c2c1	-11.9%	6.9%	1.8%	3.8%	i	1.6%	/	/	-0.9%
CCOc1cccc2cc(S(=O)(=O)c3ccccc3F)c(=O)oc12	?	2.8%	-12.2%	-10.4%	i	-12.2%	/	/	?
O=C(c1cc(-c2ccc(Cl)cc2)n(-c2cc(Cl)ccc2Cl)n1)N1CCOCC1	4.8%	6.9%	7.7%	0.0%	i	1.1%	-2.8%	6.6%	-0.8%
COCCNC(=O)C1(C)CCN(C(=O)c2ccc(OC)c(F)c2)C1 (configuration not stated)	-0.6%	/	/	-1.6%	i	17.9%	3.1%	/	0.1%
Brc1cccc(CNc2nc3ccccc3n2CCN2CCCCC2)c1	?	-26.8%	?	-57.7%	?	-12.3%	-7.8%	?	2.6%
CCCNCC1COc2ccccc2O1 (configuration not stated)	5.4%	-4.1%	1.7%	-5.2%	i	4.2%	-5.2%	3.3%	0.0%
CN=c1sc2c(n1C)C(=O)c1ccccc1C2=O	1.41µM*	20.6µM*	?	2.24µM*	/	?	-1.2%	8.2µM*	5.5%
COc1ccc(-n2nc3cc(C)c(NC(=O)c4ccc(C)cc4C)cc3n2)cc1Cl	?	7.0%	-5.0%	-5.2%	i	3.8%	/	/	-0.2%

Some of the compounds tested; rates above refer to the full screens.
